Source: PubChem
Menin MLL FP TR = displaces Texas Red mutant MLL peptide from human menin | O00255 | Menin + Texas Red MLL mutant peptide, fluorescence polarization | Potency, µM (top dose mostly 61.6 µM), for inactives: at the top dose FP activity change, negative = inhibition, usual class: inhibitors | 0.23% of 270,000 active | AID 1768; active = well fitted inhibition curve with a large enough effect in the polarisation, with a control signal flat, not every such curve was filed as active; inconclusive = small, poorly fitted or top-dose-only effect, or effect the other way, or a change in a side signal; inactive = no such curve, though single readings can be large or run the other way; the % refers to the polarisation; also: potency is read from the fitted curve at half-maximal effect; % of control where 0% means no effect; many of its hits are not listed in these tables
B2AR arrestin = beta2AR (human) beta-arrestin recruitment activity; 0.02% of 330,000 active; Potency, µM (highest dose often 46.1 µM), for the others: top-dose activation, usual class: activators; beta-arrestin recruitment to beta2AR, cell-based reporter;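 also: potency is read from the fitted curve at half-maximal effect; 0% = DMSO controls and full agonism = EC100 isoproterenol or metaproterenol; nearly all actives have a fitted effect of over 65% in size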
Giardia kill = kills Giardia lamblia. 0.15% of 340,000 active. Giardia lamblia trophozoite viability. activity change, % at 7.66 µM, hits read low; in the data active = activity change below about -80%; inconclusive = between about -30% and that limit;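 also: parasites exposed to compound for two days anaerobically before the ATP read; % is scaled to controls: 0 for no effect and ±100 for the full control effect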
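Trophozoites 100 cells/well + cpd; 48 hrs, 37 deg C, anaerobic. ATPLite 1-Step added, 15-30 min RT, luminescence read (ATP-based viability).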
USP2a block = inhibitors of human ubiquitin-specific protease USP2a. AID 463254. 0.01% of 330,000 active. USP2 core, Ub-CHOP2 coupled fluorogenic reporter, 485/531. Potency, µM (titrated, usually from 38.3 µM), without a hit: at the highest dose activity change, negative = inhibition, hits mostly inhibitors;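 also: potency is read from the fitted curve at half-maximal effect; plate controls were DMSO wells for no effect and full inhibition by NEM control for full effect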
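Cell-free coupled assay: 10nM USP2 core preincubated 30min RT with compound in Tris-HCl pH 8.0/CaCl2/CHAPS buffer, then 25nM Ub-CHOP2 and 25nM reporter substrate; fluorescence (Ex 485/Em 531) read after 60min RT, normalized to NEM inhibition, concentration-response curves fitted.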
CXXC DNA block = blocks binding of human MLL CXXC domain to DNA; Potency, µM (series often up to 115 µM), without a hit: at the top dose activity change, negative = inhibition, actives largely listed as inhibitors; MLL-CXXC / FITC-HOXA9 DNA fluorescence polarization; AID 2662; 0.037% of 290,000 active; active = well fitted inhibition curve with a large enough effect in the polarisation, with a control signal flat, not every such curve was filed as active; inconclusive = small, poorly fitted or top-dose-only effect, or effect the other way, or a change in a side signal; inactive = no such curve, though single readings can be large or run the other way; the % refers to the polarisation; also: potency is read from the fitted curve at half-maximal effect
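Fluorescence polarization: 7 uM MLL-CXXC (stock) preincubated 5 min with compounds, then 50 nM fluorescein-HOX-A9 DNA (stock) added; 30 min ambient. Buffer 50 mM Tris-HCl pH 7.5, 50 mM NaCl, 1 mM DTT, 0.05% BSA.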
TRPV1 ag = activates the human vanilloid receptor TRPV1. Q8NER1. TRPV1-expressing cells, Fluo-8 calcium influx, agonist mode. activation, % at 8.33 µM. 0.19% of 320,000 active; in the data active = activation above about 80%; inconclusive = between about 30% and that limit; also: 0% is about no effect
Target sequence (Q8NER1 whole entry, looked up): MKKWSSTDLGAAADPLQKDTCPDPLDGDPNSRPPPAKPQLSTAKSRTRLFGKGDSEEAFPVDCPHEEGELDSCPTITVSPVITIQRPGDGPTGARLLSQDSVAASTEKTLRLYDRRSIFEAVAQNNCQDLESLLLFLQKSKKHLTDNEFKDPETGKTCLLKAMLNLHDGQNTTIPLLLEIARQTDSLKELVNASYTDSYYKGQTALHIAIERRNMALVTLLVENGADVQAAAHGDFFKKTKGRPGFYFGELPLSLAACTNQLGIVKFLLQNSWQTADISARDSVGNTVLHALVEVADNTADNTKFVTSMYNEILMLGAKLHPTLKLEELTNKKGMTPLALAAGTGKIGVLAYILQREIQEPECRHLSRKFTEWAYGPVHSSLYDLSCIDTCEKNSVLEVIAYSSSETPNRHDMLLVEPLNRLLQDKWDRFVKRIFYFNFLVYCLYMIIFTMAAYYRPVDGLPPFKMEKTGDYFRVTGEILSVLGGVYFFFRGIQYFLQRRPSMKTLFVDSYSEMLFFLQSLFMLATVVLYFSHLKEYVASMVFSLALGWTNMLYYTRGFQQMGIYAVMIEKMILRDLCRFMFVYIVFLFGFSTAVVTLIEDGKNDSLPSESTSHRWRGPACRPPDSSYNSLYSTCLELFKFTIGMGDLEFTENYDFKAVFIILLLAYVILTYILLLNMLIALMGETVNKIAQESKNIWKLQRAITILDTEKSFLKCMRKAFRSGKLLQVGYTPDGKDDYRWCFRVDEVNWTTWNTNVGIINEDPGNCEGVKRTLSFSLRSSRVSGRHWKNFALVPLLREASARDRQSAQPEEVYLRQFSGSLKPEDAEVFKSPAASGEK
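Cells expressing TRPV1 were dye-loaded with Fluo-8 and read kinetically: 10 s baseline, 3 min after compound (agonist portion), then 2 min after EC20 capsaicin (allosteric enhancer portion). Calcium-bound dye fluorescence at 480/520 nm.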
KCNH2 3.1 block = blocks the human KCNH2 3.1 channel isoform; AID 720553; U2OS KCNH2 3.1, thallium flux FluxOr; active compounds read low; activity change, % (tested at about 1.8 µM); 0.95% of 340,000 active;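 active = maximum activity change below -70%; inconclusive = maximum activity change from -70% to -50%; inactive = maximum activity change above -50%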;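 also: thallium influx rate constant from kinetic fluorescence after stimulation buffer; % is scaled to controls: 0 for no effect and ±100 for the full control effect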
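We transduce U2OS cells with the mutant 3.1 virus, culture them overnight, load FluxOr with Red40 quencher for 45 min, then add stimulation buffer and read kinetically for 2 min to derive a normalized rate constant.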
Coupling enz = coupling enzyme interference in Giardia aldolase counter-screen | coupling enzyme system counterscreen, AmpLite Red fluorescence | 0.67% of 290,000 active | activity change, negative = inhibition, % at 58.2 µM, hits read low; in the data active = activity change below about -30%; also: % is scaled to controls: 0 for no effect and ±100 for the full control effect
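Activity here indicates interference with the coupling reaction, not aldolase inhibition. Compounds at 57.5 uM final met coupling enzymes for 10 min at RT; substrate and AmpLite Red detection followed, with a 525/598 nm fluorescence read after 20 min.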
PKM2 activator = activators of human pyruvate kinase M2. purified PKM2, Kinase-Glo ATP luminescence, activation; response scale: 0% is enzyme alone, no compound. AID 1631. Potency, µM (titrated, usually from 57.5 µM), inactives show top-dose activation, most hits filed as activators. P14618. 0.34% of 260,000 active; also: potency is read from the fitted curve at half-maximal effect; % is scaled to controls: 0 for no effect and ±100 for the full control effect; nearly all actives have a fitted effect of over 55% in size
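hPK-M2, >95% pure; 0.1 mM ADP / 0.5 mM PEP final; imidazole pH7.2 buffer w/ 7 mM MgCl2, 50 mM KCl; 1 h RT; Kinase-Glo lum. Intermediate enzyme activity for dual inhibitor/activator qHTS.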
GALK inhibitor = blocks human galactokinase activity | P51570 | Purified GALK, Kinase-Glo residual ATP luminescence | Potency, µM (titrated, usually from 57.5 µM), without a hit: at the highest dose activity change, negative = inhibition, usual class: inhibitors | 0.007% of 270,000 active; also: potency is read from the fitted curve at half-maximal effect; % is scaled to controls: 0 for no effect and ±100 for the full control effect
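The enzyme phosphorylates galactose (100 uM) using ATP (35 uM); inhibition is detected as higher residual ATP, quantified by bioluminescence after 1 h reaction at room temperature, pH 8.0.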
KCNH2 WT inh = inhibitors of human wildtype KCNH2 potassium channel. Q12809. 0.37% of 340,000 active. U2OS, BacMam KCNH2, thallium flux FluxOr; active compounds read low. activity change, % at 1.84 µM;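 active = maximum activity change below -70%; inconclusive = maximum activity change between -70% and -50%; inactive = maximum activity change above -50%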; also: % is scaled to controls: 0 for no effect and ±100 for the full control effect
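U2OS cells transduced with wild-type KCNH2 virus are loaded with FluxOr dye for 45 min, and thallium flux is measured in kinetic reads before and after stimulation buffer. Rate constants are normalized to DMSO controls.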
* hit, by the source's call; i = inactive; ? = inconclusive; · = not tested or not shown; [ ] = remark or other dose. Unless noted, calls follow the shape of the dose curve; as a rule, active = well fitted curve in the direction sought with a large enough effect; inconclusive = small, poorly fitted or top-dose-only effect, or another doubt; inactive = no such curve, though single readings can be large; an effect the other way counts as inactive or inconclusive. These rows are one share of the data; the hit share may differ from the screen's.

Start of the data: the first 5 compounds (preview)
SMILES	Menin MLL FP TR	B2AR arrestin	Giardia kill	USP2a block	CXXC DNA block	TRPV1 ag	KCNH2 3.1 block	Coupling enz	PKM2 activator	GALK inhibitor	KCNH2 WT inh
Cc1ccc(NC(=S)Nc2cc(C)on2)cc1	·	-0.4%	-19	-4%	-18%	-11	4	-5	-5%	2%	10
Cn1c(Cn2c(=O)sc3ccccc32)nnc1SCc1ccccn1	-17%	0.1%	6	-1%	-7%	1	13	3	8%	0%	-5
CSc1nnc(CNS(=O)(=O)c2ccc(Cl)cc2)n1C	39%[activator]	0.2%	3	3%	2%	0	11	-3	-6%	-1%	i
Cc1nc2ccc(S(=O)(=O)NC(C(=O)Nc3nc4ccc(Cl)cc4s3)C(C)C)cc2s1 (stereo not given)	8%	0.3%	-1	0%	-4%	1	-2	1	3%	3%	-11
O=C(Nc1ccc(Cl)cc1)c1cccs1	24%	·	-10	·	2%	0	3	-6	-10%	1%	-1

Results, previewed entries included:
SMILES	Menin MLL FP TR	B2AR arrestin	Giardia kill	USP2a block	CXXC DNA block	TRPV1 ag	KCNH2 3.1 block	Coupling enz	PKM2 activator	GALK inhibitor	KCNH2 WT inh
Cc1ccc(NC(=S)Nc2cc(C)on2)cc1	·	-0.4%	-19	-4%	-18%	-11	4	-5	-5%	2%	10
Cn1c(Cn2c(=O)sc3ccccc32)nnc1SCc1ccccn1	-17%	0.1%	6	-1%	-7%	1	13	3	8%	0%	-5
CSc1nnc(CNS(=O)(=O)c2ccc(Cl)cc2)n1C	39%[activator]	0.2%	3	3%	2%	0	11	-3	-6%	-1%	i
Cc1nc2ccc(S(=O)(=O)NC(C(=O)Nc3nc4ccc(Cl)cc4s3)C(C)C)cc2s1 (stereo not given)	8%	0.3%	-1	0%	-4%	1	-2	1	3%	3%	-11
O=C(Nc1ccc(Cl)cc1)c1cccs1	24%	·	-10	·	2%	0	3	-6	-10%	1%	-1
Fc1ccc(C2CCCCN2Cc2nc(CC3CC3)no2)cc1 (stereo not given)	-7%	-0.4%	5	0%	3%	10	-3	-2	-3%	0%	-23
Cc1cc(N2CCN(C3CCCCC3)CC2)nc2cccc(O)c12	-16%	0.1%	-15	-1%	0%	1	-7	-12	8%	1%	38
Cc1ccc(C)c(N2CCN(C(=O)CCCn3c(=S)[nH]c4cc5c(cc4c3=O)OCO5)CC2)c1	-6%	0.1%	18	1%	33%[activator]	20	-5	0	-3%	-2%	2
CCOc1ccccc1C(=O)NCC(=O)NNC(=O)CN(C)S(=O)(=O)c1ccc(Cl)cc1	·	-0.2%	-14	0%	·	-1	1	·	·	·	-9
COc1cc(-c2nc3ccc(C)cn3c2Nc2ccc3c(c2)OCCO3)ccc1O	3%	0.7%	-9	0%	0%	9	-7	2	14%	·	-5
O=C(NCCc1cccc(Cl)c1)c1cccc(-n2cnnn2)c1	·	0.0%	-12	2%	·	14	8	·	·	·	1
Cc1ncc([N+](=O)[O-])n1CCOC(=O)NC(NCc1cccnc1)C(Cl)(Cl)Cl (stereo not given)	-9%	-0.9%	-92*	1%	-1%	-4	-1	4	2%	0%	-11
CCOC(=O)c1nc(SC)n(C)c1C(=O)OCC	-15%	-0.1%	-1	-2%	2%	2	-2	0	2%	-2%	-4
CCCC(=O)N=c1sc2c(OC)ccc(OC)c2n1C	·	-0.5%	-12	-1%	-14%	·	-12	-1	-4%	-3%	20
COc1ccc(C(=O)NCCc2c[nH]c3ccccc23)cc1S(=O)(=O)N1CCCCC1C (stereo not given)	·	-0.1%	-18	0%	·	4	5	·	·	·	17
CN(C(=O)CC1C(=O)NCCN1Cc1cccc(F)c1F)C1CC(C)(C)NC(C)(C)C1 (stereo not given)	·	0.0%	-15	2%	-8%	-1	-11	·	-15%	7%	-5
CC12CCC3c4ccc(O)cc4CCC3C1CC(O)C2O (stereo not given)	·	0.0%	?	1%	·	4	2	·	·	·	-6
O=C(Cc1nnc(NC(=O)c2ccccc2)s1)N/N=C/c1cccc(O)c1	?	0.0%	-3	-1%	73%[activator]	-6	-1	-4	-3%	0%	1
COC(=O)c1sccc1-c1ccc(C(=O)Nc2cccc(Cl)c2)o1	?	-0.2%	-3	1%	17%	?	-3	1	-2%	2%	7
COc1ccc(CC(=O)n2c(CC#N)nc3ccccc32)cc1OC	7%	0.9%	-2	4%	-15%	3	12	0	-6%	-2%	-1
O=C(NNC(=O)c1ccccc1F)c1ccc(NS(=O)(=O)c2ccc(F)cc2)cc1	·	0.0%	-5	0%	·	-1	7	·	·	·	38
c1ccc(COc2ccc(OCCCN3CCCCC3)cc2)cc1	-5%	-0.1%	3	2%	29%	6	3	-2	-5%	2%	4
NS(=O)(=O)c1ccc(N/N=C/c2ccc3c(c2)OCO3)c([N+](=O)[O-])c1	2%	0.1%	1	0%	-1%	1	5	2	0%	7%	2
Cc1ccc(C(=O)Nc2ccc(CN3CCS(=O)(=O)CC3)cc2)cc1C	·	-0.1%	-9	2%	-4%	?	0	4	2%	·	-9
CCN(CC(=O)NC(C)C)Cc1nc2sc3c(c2c(=O)[nH]1)CCC3	·	0.1%	-8	0%	1%	1	-2	-1	0%	-1%	-21

(listing goes on)
SMILES	Menin MLL FP TR	B2AR arrestin	Giardia kill	USP2a block	CXXC DNA block	TRPV1 ag	KCNH2 3.1 block	Coupling enz	PKM2 activator	GALK inhibitor	KCNH2 WT inh
CCOC(=O)N1CCN(S(=O)(=O)c2c(C)nn(C)c2C)CC1	-19%	-0.6%	21	-1%	6%	0	15	6	-3%	-2%	1
Cc1ccc(C)c(N(CC(=O)NCc2ccccc2)C(=O)c2csnn2)c1	2%	-0.1%	0	4%	20%	-2	-11	3	-2%	-2%	-2
Oc1ccc(C2=NNC(=NCc3ccc4c(c3)OCO4)SC2)c(O)c1	?	-0.4%	-5	1%	4%	3	-4	2	26%	-2%	-15
Cc1ccc(C)c(S(=O)(=O)N2CCN(C(=O)CCNS(=O)(=O)c3ccc(C)c(C)c3)CC2)c1	·	0.7%	13	-1%	·	1	-10	·	·	·	5
COc1cccc(NS(=O)(=O)c2ccc3[nH]cc(C(=O)NCCC(C)C)c(=O)c3c2)c1	?	0.5%	7	-1%	10%	?	6	-1	0%	0%	12
Cc1cccc(N2CCN(C(=S)c3ccccc3)CC2)c1	-4%	-1.0%	-3	-1%	8%	8	-6	1	-4%	5%	-6
O=C(c1cc2ccccc2c(=O)o1)N1CCCCCC1	-5%	-1.0%	1	3%	3%	2	2	8	0%	1%	-1
O=c1c2cc(NC(=S)NC3CCCCC3)ccc2nc2n1CCCCC2	7%	0.0%	-3	2%	7%	14	0	2	2%	-1%	2
O=C(NC(=S)Nc1ccc(S(=O)(=O)Nc2ccccc2)cc1)C1CC1	?	-0.3%	-4	2%	-1%	-8	-1	3	0%	0%	7
CC(NC(=O)Cn1ncc(Cl)c(Cl)c1=O)C12CC3CC(CC(C3)C1)C2 (stereo not given)	2%	-1.0%	-14	0%	7%	4	18	4	2%	-3%	44
COc1ccc(S(=O)(=O)N2CCCC(C(=O)NC3CC3)C2)cc1OC (stereo not given)	·	-1.7%	-24	1%	·	0	11	·	·	·	2
CCOCCCNC(=S)N1CCN(CC)CC1	1%	-0.2%	-28	3%	3%	3	-13	1	2%	-2%	-2
O=C(Oc1c(-c2ccccc2)c(=O)n2c3c(cccc13)CC2)c1ccco1	·	0.2%	9	4%	157%[activator]	7	-2	-1	3%	0%	2
C=COCCNC(=S)Nc1cccc(Cl)c1	0%	-0.2%	-6	2%	0%	3	-1	-4	-1%	-1%	2
Cc1cc(C(=O)CSc2nnc(N)s2)c(C)n1-c1c(C)n(C)n(-c2ccccc2)c1=O	0%	0.1%	-13	8%	4%	-4	8	0	-2%	1%	-1
Cc1ccc(S(=O)(=O)NCCCN2CCOCC2)c(C)c1	-4%	-0.2%	0	-1%	-1%	-1	15	1	-8%	2%	6
COc1ccc2ccn(S(=O)(=O)c3ccccc3)c2c1	41%[activator]	0.1%	-2	-2%	6%	5	2	-4	-4%	-2%	-2
NC(=O)COc1ccc(NS(=O)(=O)Cc2ccccc2)cc1	-5%	-0.1%	-14	-3%	-9%	-2	-9	9	11%[11.5 µM]	8%	1

Limited to PKM2 activator (2 entries from above):
Compound	PKM2 activator
COc1cccc(NS(=O)(=O)c2ccc3[nH]cc(C(=O)NCCC(C)C)c(=O)c3c2)c1	0%
Cc1cccc(N2CCN(C(=S)c3ccccc3)CC2)c1	-4%
